# DT40 TDP1 CPT: DT40-hTDP1 cell growth loss with CPT; chicken DT40 Tdp1-/-;hTDP1 cells + 20 nM CPT, ATP luminescence, 48 h; Potency, µM (top dose mostly 46.2 µM), for inactives: top-dose activity change, negative = growth inhibition, usual class: inhibitors; 420,000 tested, 12% active; further: nearly all actives have a fitted effect of over 55% in size
#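 Cell growth measured by CellTiter-Glo luminescence after a minimum 48 h, 37 C compound exposure with 20 nM CPT in Tdp1-knockout DT40 cells stably expressing hTDP1, seeded 400/well; qHTS titration format.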
# DT40 TDP1 no CPT: qHTS for Inhibitors of human tyrosyl-DNA phosphodiesterase 1 (TDP1): qHTS in cells in absence of CPT | 420,000 tested, 15% active | Potency, µM (titrated, usually from 46.2 µM), inactives show at the highest dose activity change, negative = growth inhibition, actives largely listed as inhibitors | DT40 Tdp1-/- hTDP1 cells, no CPT, ATP luminescence, 48 h | AID 686978, 2013; further: nearly all actives have a fitted effect of over 55% in size
#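 Camptothecin absent (DMSO only). Human TDP1-complemented DT40 knockout cells, 400 cells/well, 37 °C for minimum 48 hr; ATP measured via CellTiter-Glo, 30 min dark incubation, luminescence.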
# TDP1 block: inhibitors of human tyrosyl-DNA phosphodiesterase TDP1. Q9NUW8. recombinant TDP1, AlphaScreen DNA substrate cleavage. Potency, µM (highest dose often 130 µM), for the others: at the highest dose activity change, negative = inhibition, actives largely listed as inhibitors. 350,000 tested, 0.28% active. AID 485290; further: nearly all actives have a fitted effect of over 40% in size
# Target sequence (Q9NUW8 whole entry, looked up): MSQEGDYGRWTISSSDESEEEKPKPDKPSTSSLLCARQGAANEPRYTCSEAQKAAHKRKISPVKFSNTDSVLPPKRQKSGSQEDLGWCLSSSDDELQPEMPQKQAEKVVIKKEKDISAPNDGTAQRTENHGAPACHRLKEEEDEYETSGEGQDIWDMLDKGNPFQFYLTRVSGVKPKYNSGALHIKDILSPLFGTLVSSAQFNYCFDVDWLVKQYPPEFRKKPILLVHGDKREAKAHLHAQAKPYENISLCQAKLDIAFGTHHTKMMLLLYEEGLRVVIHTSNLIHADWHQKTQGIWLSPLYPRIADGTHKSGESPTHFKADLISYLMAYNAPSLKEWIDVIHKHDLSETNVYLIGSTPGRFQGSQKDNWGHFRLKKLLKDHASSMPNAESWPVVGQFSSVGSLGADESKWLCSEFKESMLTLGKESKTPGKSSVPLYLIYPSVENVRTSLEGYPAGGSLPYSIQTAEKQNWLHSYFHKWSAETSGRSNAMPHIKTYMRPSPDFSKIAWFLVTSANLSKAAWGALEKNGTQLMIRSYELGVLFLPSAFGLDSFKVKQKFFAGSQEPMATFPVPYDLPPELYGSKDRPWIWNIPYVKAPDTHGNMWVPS
#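 Recombinant E. coli-expressed Tdp1 (1 nM) preincubated with compound 15 min at RT, then 5'-biotin/3'-phosphotyrosine-FITC DNA substrate (15 nM) added for 5 min. AlphaScreen beads (10 ug/ml) added, 10 min RT; tyrosine-FITC cleavage read as signal loss.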
# An asterisk follows results filed as active; ? = inconclusive; · = no result given; & = joins results of further samples; [ ] = remark or other dose. The call rests on the fitted dose curve; in most records, active means well fitted curve in the direction sought with a large enough effect; inconclusive means small, poorly fitted or top-dose-only effect, or another doubt; inactive means no such curve, though single readings can be large; an effect the other way counts as inactive or inconclusive. On the % scale 0 is the no-effect control and ±100 the full control effect; potency means the concentration at half of the fitted maximal effect.
# The line under a structure holds: DT40 TDP1 CPT | DT40 TDP1 no CPT | TDP1 block
COc1cc(OC)cc(C(=O)NCC(=O)OCC(=O)NCc2ccco2)c1
 : -1% | -3% | 0%
CCn1c(SCC(=O)NC(=O)NC(C)(C)C)nc2ccccc21
 : ? | ? | 2%
COc1ccc(C(=O)Nc2nnc(S(=O)(=O)N(C)Cc3ccccc3)s2)cc1
 : 5% | -12% | 3%
CCn1c(N2CCN(CC(=O)c3ccc(OC)cc3)CC2)nc2ccccc21
 : -6% | -14% | 6%
COc1ccc(NS(=O)(=O)N2CCCCC2)cc1
 : -19% | -4% | ·
CC1CCN(C(=O)c2ccccc2NC(=O)c2nsc3ccccc23)CC1
 : -20% | -24% | 3%
COC(=O)c1ccc(CN2CCN(CCc3ccccc3)C(CCO)C2)cc1 (stereo not given)
 : 0% | -20% | 4%
COc1cccc(C2NC(CCSC)(C(=O)O)C3C(=O)N(C(C)C)C(=O)C23)c1O (stereo not given)
 : -5% | -2% | 3%
O=S(=O)(Nc1cccnc1Cl)c1ccc(-c2ccccc2)cc1
 : -13% | -27% | 0%
CN(C)S(=O)(=O)c1cccc(NC(=O)COC(=O)c2cccn2C)c1
 : -13% | 6% | 11%
O=C(COc1coc(CN2CCc3ccccc3C2)cc1=O)Nc1ccc(F)cc1
 : -26% | -24% | 0%
NC(=O)C1CCN(Cc2nc3cc(C(F)(F)F)ccc3c(=O)[nH]2)CC1
 : 4% | -1% | 1%
CCCOc1ccc(C(=O)N2CCCC2)cc1OC
 : -21% | 3% | 0%
CCCS(=O)(=O)c1nnnn1-c1cccc(OC)c1
 : 3.7µM* | 5.2µM* | 7%
COc1ccccc1C(=O)NCC(=O)OC(C)C(=O)NC(=O)NC1CCCCC1 (stereo not given)
 : -25% | -4% | 5%
CC(C)CCOc1ccccc1C(N)=O
 : -26% | ? | 6%
OCCN1CCN(C2Cc3cc(Cl)ccc3Sc3ccc(Cl)cc32)CC1 (stereo not given) (tested in a mixture with another compound)
 : 23µM* | ? | 7%
CCn1c(CN2CCOCC2)nc2cc(NC(=O)c3cccc([N+](=O)[O-])c3)ccc21
 : ? | -27% | 4%
CCC(CC)c1nn2c(=O)cc(COc3ccc(NC(=O)c4cccc(Cl)c4)cc3)nc2s1
 : -1% | -15% | 1%
Cc1ccc(OCC(=O)Nn2c(C)nc3ccccc3c2=O)c(C(C)C)c1
 : ? | ? | -6%

# Brought forward from above: three compounds, then new ones.
# The line under a structure holds: DT40 TDP1 CPT | DT40 TDP1 no CPT | TDP1 block
CCn1c(CN2CCOCC2)nc2cc(NC(=O)c3cccc([N+](=O)[O-])c3)ccc21
 : ? | -27% | 4%
CCC(CC)c1nn2c(=O)cc(COc3ccc(NC(=O)c4cccc(Cl)c4)cc3)nc2s1
 : -1% | -15% | 1%
Cc1ccc(OCC(=O)Nn2c(C)nc3ccccc3c2=O)c(C(C)C)c1
 : ? | ? | -6%
COc1ccc(CC(=O)N(C)CC(=O)Nc2c(C)cccc2C)cc1S(=O)(=O)N1CCOCC1
 : -3% | -10% | 0%
Clc1ccc(C[n+]2cc(-c3ccccc3)n3c2CCCCC3)c(Cl)c1
 : 0.46µM* | 0.26µM* | 4%&0%
CC(C)Oc1ccc(CCC(=O)NNC(=S)NCc2ccccc2)cc1
 : 4% | 17% | 8%
CCC1(c2ccccc2)NC(=O)N(CC(=O)Nc2ccccc2N2CCCCC2)C1=O (stereo not given)
 : ? | ? | 2%
O=C(Cn1nnc(-c2ccccc2)n1)c1ccccc1
 : -24% | -26% | -2%
CS(=O)(=O)N1CCN(c2ccccc2NC(=O)c2cccc3ccccc23)CC1
 : 0% | -13% | 2%
CCOc1ccccc1C(C(=O)NC1CCCC1)N(C(=O)c1csnn1)C1CC1 (stereo not given)
 : -6% | ? | 1%
COc1ccc(C2CC(c3ccc(Cl)cc3Cl)Nc3nc(N)nn32)cc1OC (stereo not given)
 : ? | ? | 3%
Cc1ccc(-c2cn3c(n2)sc2cc(C(=O)NC(C)C45CC6CC(CC(C6)C4)C5)ccc23)cc1 (stereo not given)
 : -15% | -21% | 0%
O=C(CCSc1nnc(-c2ccncc2)o1)Nc1ccc(F)cc1
 : -18% | -27% | 3%
CCn1c(CNc2ccc(Cl)cc2)nnc1SCc1ccc(C)cc1
 : ? | -27% | 5%
O=C1C2CC=CCC2C(=O)N1Cc1nnc(-c2ccccc2Br)o1 (stereo not given)
 : 4% | -5% | 4%
CCCCOc1ccc(C(=O)NCC(=O)NC2CCN(Cc3ccccc3)CC2)cc1
 : 23µM* | ? | 3%
Cc1ccc2nc(SCC(=O)Nc3ccc4c(c3)CCC4)[nH]c2c1
 : 18µM* | ? | -2%
CCCCC(C)(O)C/C=C/[C@H]1[C@H](O)CC(=O)[C@@H]1CCCCCCC(=O)O (stereo not given in full)
 : 7%[4.12 µM] | 12%[4.12 µM] | 5%&11%
Cc1ccc(NC(=O)NC(=O)CSc2nnc(-c3ccc(OC(F)F)cc3)n2N)c(C)c1
 : -8% | 11% | 0%
Nc1nc(=S)c2ncn(C3OC(CO)CC3O)c2[nH]1 (stereo not given)
 : -18% | 12µM* | ·
CC1CN(C(=O)c2ccncc2)CC(C)O1 (stereo not given)
 : -22% | -4% | 3%
Cc1ccc(CN(CC(=O)NC2CCCC2)C(=O)c2csnn2)cc1
 : 0% | -4% | ·
C/C(Cn1cnc([N+](=O)[O-])n1)=N\NC(=O)c1ccccc1
 : -28% | -22% | 6%[56.1 µM]
CN(C)c1ccc(-c2nc3ccccc3c(=O)[nH]2)cc1
 : ? | ? | 3%
Cc1cccc(NC(=O)c2sc3nc(-c4ccccc4)cn3c2C)n1
 : ? | ? | -7%
CC1CCc2[nH]c3ccc(C(=O)NCC4CCCO4)cc3c2C1 (stereo not given)
 : ? | ? | 8%
Cn1c(CCNC(=O)c2ccco2)nc2ccccc21
 : -1% | -7% | 4%
CCN1C(C(=O)Nc2cc(C)on2)=C(O)c2ccccc2S1(=O)=O
 : -22% | 3% | ·
CN(CCCN1CCOCC1)C(=O)c1ccc2nc(Cc3cccc(Cl)c3)oc2c1
 : ? | ? | 0%
COc1ccc(CN2CCN(C(=O)c3ccc(-c4ccccc4)cc3)CC2)c(OC)c1OC
 : ? | ? | 3%
COc1cc(NC(=O)Cn2ncc3c(=O)oc4ccccc4c32)cc(OC)c1OC
 : -3% | -8% | -2%
Cc1cc(C)n(-c2nc(C)c(C)c(=O)n2CC(=O)Nc2ccc(Cl)c(Cl)c2)n1
 : 15µM* | 7.3µM* | -3%
O=S(=O)(c1ccc(Cl)cc1)N1CCN(C2CCCCCC2)CC1
 : -18% | -20% | -5%
Cc1ccc(C(=O)NCCc2sc(C)nc2C)cc1
 : -2% | -23% | 0%
CC1(C(=O)NCc2ccc3c(c2)OCO3)CCN1C(=O)C1(c2ccc(Cl)cc2)CC1 (stereo not given)
 : ? | ? | ·
O=C(CCc1nc2ccccc2[nH]1)NC1CCCCC1
 : 0% | -2% | 0%
O=C(/C=C/c1ccc[nH]1)c1ccccc1
 : 26µM* | ? | 3%
COCCN(C(=O)COC(=O)c1oc2ccc(OC)cc2c1C)c1c(N)n(Cc2ccccc2)c(=O)[nH]c1=O
 : -2% | 0% | 1%
CCOc1ccc(NC(=O)c2ccc(NC(=O)C3CCCO3)cc2)cc1 (stereo not given)
 : 1% | -2% | 3%[0.0935 µM]
CC(=O)Nc1nc2cc([N+](=O)[O-])ccc2s1
 : ? | -27% | 0%
COc1cc(C2C(C#N)=C(N)OC3=C2C(=O)CC(C)(C)C3)cc2c1OCO2 (stereo not given)
 : -3% | -12% | ·
COc1ccc(OCC(O)CN2CCNCC2)cc1 (stereo not given)
 : 11% | -4% | ·
Cc1ccc(NC(=O)COC(=O)c2ccc3c(c2)C(=O)N(CCc2ccccc2)C3=O)c(C)c1
 : ? | 6.5µM* | 6%
COC(=O)c1ccc(NC(=O)c2cccc(N3C(=O)C4C5C=CC(C6CC56)C4C3=O)c2)cc1 (stereo not given)
 : 8.2µM* | 7.3µM* | -7%
NS(=O)(=O)c1ccc(NC(=O)c2ccc3c(c2)CCCC3)cc1
 : -11% | -16% | 1%
Cc1cccc(CN2CCN(CC(=O)NCc3ccc(Cl)cc3)C2=O)c1
 : 1% | ? | -4%[12.3 µM]
C[C@]12C=CC(=O)C=C1CC[C@@H]1[C@@H]2C(=O)C[C@@]2(C)[C@H]1CC[C@]2(O)C(=O)COC(=O)CCC(=O)O
 : -1% | -15% | ·
CS(=O)(=O)N(CC(=O)Nc1ccccc1-c1ccccc1)c1cccc(F)c1
 : -6% | -19% | 2%
O=S(=O)(c1cccc(Cl)c1)c1nnn2c1nc(NC1CCCC1)c1sccc12
 : ? | ? | -13%
CC(NC(=O)c1ccc(Cl)cc1)C1CC2CCC1C2 (stereo not given)
 : 0% | -4% | 4%
Cc1ccc2oc(-c3ccccc3)cc(=O)c2c1
 : -28% | -17% | -8%[56.1 µM]
CCC(C(=O)OCC(=O)Nc1ccc(C(N)=O)cc1)c1ccccc1 (stereo not given)
 : 1% | -11% | 2%
COc1ccc(C)cc1NC(=O)CN(c1ccc(C)cc1)S(C)(=O)=O
 : 9% | -1% | -4%

# Of the compounds above, these contain a furan ring, fused or not:
# The line under a structure holds: DT40 TDP1 CPT | DT40 TDP1 no CPT | TDP1 block
COc1cc(OC)cc(C(=O)NCC(=O)OCC(=O)NCc2ccco2)c1
 : -1% | -3% | 0%
Cn1c(CCNC(=O)c2ccco2)nc2ccccc21
 : -1% | -7% | 4%
COCCN(C(=O)COC(=O)c1oc2ccc(OC)cc2c1C)c1c(N)n(Cc2ccccc2)c(=O)[nH]c1=O
 : -2% | 0% | 1%

# The results go on.
# The line under a structure holds: DT40 TDP1 CPT | DT40 TDP1 no CPT | TDP1 block
Cc1cc(C)c(NC(=O)CN(C)C(=O)CCC(=O)c2ccc(C)s2)c(C)c1
 : -24% | -9% | 2%
O=C(CN1C(=O)NC(Cc2c[nH]c3ccccc23)C1=O)NCC(F)(F)F (stereo not given)
 : -1% | 3% | ·
COCCCNC(=O)CC1C[C@H](C(=O)N2CCOCC2)[C@@]2(C)c3[nH]c4ccc(OC)cc4c3CCN2C1=O (stereo not given in full)
 : ? | -4% | 0%[56.1 µM]
COc1cccc(C(=O)COC(=O)c2ccc(NC(C)=O)cc2)c1
 : -21% | 2% | 1%
Cc1nn(CC(=O)NC(C)C)c(C)c1[N+](=O)[O-]
 : -19% | -9% | 5%
O=C(Nc1ccc(F)c(Cl)c1)c1cc(C2CCCN(C(=O)CCc3ccccc3)C2)on1 (stereo not given)
 : ? | ? | ·
Cc1cc(C)c(C2=Nn3c(C)nnc3SC2C)cc1C (stereo not given)
 : 18µM* | 12µM* | 13%[0.0935 µM]
COc1ccc(NC(=O)c2csc(Cc3ccc(Cl)cc3)n2)cc1
 : 6% | -4% | -13%
CS(=O)(=O)N(CC(=O)N1CCc2ccccc2C1)c1cccc(Br)c1
 : -3% | -24% | ·
COc1ccc(OC)c(CNc2nc3ccc(C)cc3n3nnnc23)c1
 : -11% | -22% | 6%
COc1ccc(N2CC(C(=O)N/N=C/c3ccccc3)CC2=O)cc1 (stereo not given)
 : -21% | -15% | 6%
Cc1ccccc1NC(=O)CN1C(=O)C2(SCC(=O)N2c2ccc(F)cc2)c2ccccc21 (stereo not given)
 : -17% | -19% | 3%
COc1ccc(NC(=O)C2CC(=O)N(c3cc(C)ccc3C)C2)cc1 (stereo not given)
 : -17% | -8% | 4%
O=C(CCCCCn1c(=O)[nH]c2ccccc2c1=O)N1CCN(c2ccc(Cl)cc2)CC1
 : ? | ? | 9%
CCOc1ccc(N2C(=O)CC(Sc3nc(O)c(CC)c(=O)[nH]3)C2=O)cc1 (stereo not given)
 : 5% | 19% | ·
CCOc1ccccc1NC(=O)c1nc2nc(C)cc(C(F)F)n2n1
 : ? | ? | 0%
COc1ccc2[nH]c3c(c2c1)CCN1C(=O)C(CC(=O)NCCc2ccccn2)C[C@H](C(=O)N2CCOCC2)[C@@]31CCC1CCCC1 (stereo not given in full)
 : ? | ? | 1%[56.1 µM]
O=C(NCc1ccco1)C1CCCCN1S(=O)(=O)c1ccc(F)cc1 (stereo not given)
 : -5% | -25% | 5%
CC1=C(C(=O)Nc2cc(C(=O)N3CCN(c4ccc(Cl)cc4)CC3)ccc2C)SCCO1
 : 18µM* | 15µM* | ·
CN1CCc2c(sc3nc(SCC(=O)N4CCOCC4)nc(N)c23)C1
 : 23µM* | 18µM* | 6%
Cc1ccc(F)cc1NC(=O)CCc1c(C)nn(-c2ccc(N3CCCC3)nn2)c1C
 : ? | ? | 3%
Cc1cc(C)n(CCC(=O)N=Nc2c(O)[nH]c3ccc(Br)cc23)n1
 : ? | ? | 5%

# High-throughput results: PubChem BioAssay, National Center for Advancing Translational Sciences (NCATS)

# Rows are unselected; any-hit rate near 18%.
